Screening data as filed in PubChem.
FN deposit inh: inhibitors of fibronectin matrix deposition, primary screen, AH1F cells, Alexa488-fibronectin fluorescence, plate reader. AH1F fibroblasts, overnight. inhibition, % at 12.6 µM. 0.086% of 350,000 active;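 active = mean inhibition across replicates of 30% or more, regardless of how many single replicates reach that level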;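 also: positive control wells lacked labelled fibronectin entirely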
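Material: AH1F fibroblast monolayer depositing Alexa488-labelled fibronectin into matrix | Input: 10000 AH1F cells/well | Medium: DMEM plus 2% serum, read in PBS | Reagent: Alexa488-fibronectin, 24 nM final in well | Compound dosing: One dose per compound, pinned | Schedule: 1 h adhesion, overnight exposure | Measured by: Fluorescence at 485 nm excitation, 525 nm emission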
PGC1a acetyl inh: inhibitors of PGC1a acetylation signal, primary screen, cell-based, U2OS, AlphaScreen, inhibitor mode; AlphaScreen anti-acetyl-lysine; with virally co-expressed GCN5 acetyltransferase; inhibition, % at 15.6 µM; 0.17% of 350,000 active; AID 651687, 2012;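 active = every replicate shows inhibition of at least 40%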;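 also: 0% = neutral control wells and 100% = positive control wells; some results beyond the cut were filed as inactive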
ERAP1 HTS inh: human ERAP1 aminopeptidase inhibitors, primary screen, biochemical, single point, plate reader | Endoplasmic reticulum aminopeptidase 1 (Homo sapiens), Q9NZ08 | recombinant ERAP1, Leu-AMC fluorescence, 60 min | inhibition, % at 10.7 µM | 0.15% of 340,000 active | AID 652197, 2013;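 active = mean replicate inhibition of at least 30%, or all replicates individually reaching that 30% level; inactive = mean below 30% and not every replicate reaching it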;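 also: 0% = neutral control wells and 100% = L-leucinethiol positive control wells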
Target sequence (Q9NZ08 whole entry, looked up): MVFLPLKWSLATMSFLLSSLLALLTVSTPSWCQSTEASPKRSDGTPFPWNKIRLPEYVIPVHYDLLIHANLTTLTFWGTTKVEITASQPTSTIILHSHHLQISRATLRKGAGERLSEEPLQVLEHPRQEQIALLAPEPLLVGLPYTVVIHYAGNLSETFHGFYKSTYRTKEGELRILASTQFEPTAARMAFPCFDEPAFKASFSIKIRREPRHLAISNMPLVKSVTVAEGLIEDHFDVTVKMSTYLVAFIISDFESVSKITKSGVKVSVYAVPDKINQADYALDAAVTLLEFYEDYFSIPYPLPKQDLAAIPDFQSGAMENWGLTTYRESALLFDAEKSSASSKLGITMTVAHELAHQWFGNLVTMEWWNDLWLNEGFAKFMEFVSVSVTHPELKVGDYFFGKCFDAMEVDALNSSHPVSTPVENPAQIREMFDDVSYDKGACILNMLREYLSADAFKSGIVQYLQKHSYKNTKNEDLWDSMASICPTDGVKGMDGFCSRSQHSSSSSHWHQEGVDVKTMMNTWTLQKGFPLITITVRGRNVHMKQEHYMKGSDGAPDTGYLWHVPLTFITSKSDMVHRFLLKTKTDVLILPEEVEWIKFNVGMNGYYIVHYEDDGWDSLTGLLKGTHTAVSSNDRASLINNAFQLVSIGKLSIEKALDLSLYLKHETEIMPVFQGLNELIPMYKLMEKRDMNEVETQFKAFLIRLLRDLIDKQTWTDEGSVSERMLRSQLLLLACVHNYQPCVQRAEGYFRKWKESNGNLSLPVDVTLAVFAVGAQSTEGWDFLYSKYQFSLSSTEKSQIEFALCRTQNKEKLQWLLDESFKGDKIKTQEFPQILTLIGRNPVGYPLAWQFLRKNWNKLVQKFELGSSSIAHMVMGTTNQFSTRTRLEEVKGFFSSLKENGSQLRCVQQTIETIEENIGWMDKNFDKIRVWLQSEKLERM
S100A4 MyoIIA: inhibitors of S100A4-myosin IIA peptide binding, primary screen, biochemical, fluorescence polarization, TAMRA-MyoIIA peptide; Protein S100-A4 (Homo sapiens), P26447; inhibition, % at 10.7 µM; 0.14% of 360,000 active;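 active = mean inhibition of at least 70% across replicates, with every replicate also reaching that level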
Target sequence (P26447 whole entry, looked up): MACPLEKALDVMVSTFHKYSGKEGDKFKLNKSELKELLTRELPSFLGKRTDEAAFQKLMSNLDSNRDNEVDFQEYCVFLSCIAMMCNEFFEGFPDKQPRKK
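Compound dosing: one dose per compound; test system: human S100A4 monomer with TAMRA-labelled myosin IIA peptide; probe or stimulus: TAMRA-labelled myosin IIA heavy-chain peptide probe, 5 nM; medium: HEPES buffer with Ca2+, pH 7.2; schedule: 5 min incubation before reading; benchmarks: neutral control DMSO, positive control TFP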
LGR2 inh: inhibitors of bursicon-induced LGR2 CRE-luciferase signal, primary screen, cell-based, HEK293, CRE-luciferase reporter, bursicon stimulation; 0.35% of 380,000 active; inhibition, % at 9.99 µM; bursicon-stimulated, 4 h;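 active = drop in luminescence signal, shown as inhibition above about 50% in the replicate tests, limit read from the data, passing the limit was not always enough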;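 also: agonist challenge used bursicon conditioned medium at about half maximal strength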
PglD DTNB: C. jejuni PglD acetyltransferase inhibitors, primary screen, biochemical, DTNB colorimetric, single point; AID 602405, 2012; purified PglD enzyme, DTNB colorimetric CoA detection; 0.098% of 360,000 active; UDP-N-acetylbacillosamine N-acetyltransferase PglD (Campylobacter jejuni); inhibition, % at 12.5 µM; in the data active = inhibition above about 16%, passing the limit was not always enough; also: strong numbers were not always called active
EWS-Fli inh: EWS/Fli-driven NR0B1 reporter inhibitors, primary screen, A673 cells, NR0B1 luciferase, luminescence, MLPCN library; viability-normalised; inhibition, % at 12.6 µM; 0.67% of 350,000 active; AID 651661, 2012;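 active = mean inhibition of at least 50% after viability correction, with every replicate also passing that limit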;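 also: firefly luciferase signal divided by Alamar Blue viability fluorescence both relative to DMSO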
PAX8 reporter: inhibitors of PAX8-driven TPO luciferase reporter, primary screen, RMG-I cells, single concentration; SteadyGlo, 24 h; inhibition, % at 12.6 µM; 1.2% of 360,000 active; AID 652154, 2013;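 active = mean replicate inhibition at least 60% with every replicate also reaching 60%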;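 also: luciferase light reporting Pax8 driven TPO promoter activity; plate controls were median of neutral control wells for no effect and mitoxantrone controls for full effect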
* marks the source's active call; other numbers are inactive results; . = not tested or not shown; & = joins results of further samples.

no.	compound	FN deposit inh	PGC1a acetyl inh	ERAP1 HTS inh	S100A4 MyoIIA	LGR2 inh	PglD DTNB	EWS-Fli inh	PAX8 reporter
1	O=C(CCC1CCCC1)Nc1ccccc1-c1ccccc1	13	-7	.	.	-5	.	.	6
2	O=C(C1CCC1)N1C[C@H]2[C@@H](c3ccccc31)[C@@H](CO)N2C(=O)Cc1ccccn1	15	-1	-3	5	6	-3	1	-12
3	COc1ccc(C(CNC(=O)Cc2ccccc2F)N2CCCCC2)cc1 (centres undefined)	-1	-7	-4	-4	23	.	-19	6
4	Cc1ccccc1CN(C)C[C@H]1OCc2cnnn2CCCC(=O)N([C@H](C)CO)C[C@H]1C	-4	39	1	1	23	-2	-2	.
5	Fc1ccc(-c2csc(-c3ccccn3)n2)cc1F	-3	.	0	0	-35	.	-54	-67
6	CC(=O)c1cccc(CN2CCC(n3nccc3NC(=O)CCOc3ccccc3)CC2)c1	8	-4	-2	-1	-5	2	8	16
7	N#C[C@@H]1[C@H](c2ccccc2-c2ccc(F)cc2)[C@H](CO)N1C(=O)NC1CCCC1	1	-13	2	-9	-9	.	3	.
8	C#CCN(CC=C)C(=O)c1ccc2nc(C3CCCCC3)oc2c1	3	-19	-2	-5	18	7	-15	-19
9	Cc1ccc(NC(=O)C2(C)CCN2C(=O)c2ccccc2CCc2ccccc2)cc1C (centres undefined)	-12	-6	0	1	5	0	1	33
10	COc1ccc(C2c3ccc4ccccc4c3Oc3ncn(CCN4CCOCC4)c(=N)c32)cc1OC (centres undefined)	30*	.	-3	4	.	.	1	20
11	O=S(=O)(Nc1ccccc1N1CCCCC1)c1ccc(Cl)s1	9	-12	.	.	.	-1	.	23
12	O=C(CCNC(=O)c1ccccc1Cl)NCCCSc1ccccc1	0	5	-1	-1	-7	3	2	0
13	COCCn1c(SCC(=O)Nc2cccc(NC(C)=O)c2)nc2c([nH]c3ccccc32)c1=O	-39	5	4	0	12	0	14	4
14	Cn1cncc1C#Cc1ccc2cc(C3(O)CCCCC3)oc(=O)c2c1	8	-11	.	.	.	-1	-7	-3
15	Cc1ccc(C(=O)N2CCCC(c3ccc(Cl)cc3)=N2)cc1	-2	-6	0	-10	-42	.	5	-13
16	C[C@@H]1CN([C@H](C)CO)C(=O)c2cc(C3=CCCCC3)cnc2O[C@@H]1CN(C)C(=O)Cc1ccncc1	.	-3	5	8	11	2	-19	-11
17	CN(CC(=O)Nc1ccc(F)cc1)C(=O)CSc1nccn1C	-3	.	2	6	-1	.	-2	-11
18	COc1cccc(OC)c1C(=O)Nc1ccc2c(c1)n(C)c(=O)n2C	0	.	-1	1	19	-1	17	4
19	Cc1cc2cc(C)c3nnc(SCc4ccccn4)n3c2cc1C	1	.	-1	-1	.	.	-6	9
20	COC(=O)c1nc(N)sc1-c1ccc(Cl)c(Cl)c1	-16	-7	-4	-1	-14	-10	-4	-8
21	Cc1nc2nc3c(cn2n1)C(=O)CCC3	1	-38	.	.	5	-86	.	.
22	CCn1c2ccc(C)cc2c2nnc(SCCN3CCOCC3)nc21	-3	12	2	3	-15	.	-1	8
23	CCCCC(=O)NC(NC(=O)CCCC)c1ccc(OCCC)c(OC)c1	4	.	.	.	17	2	.	-7
24	Cc1ccc(C)c(N2CCN(C(=O)CCCCCn3c(=S)[nH]c4ccc(N5CCOCC5)cc4c3=O)CC2)c1	7	1	0	0	39	1	.	95*
25	CCOC(=O)c1cc2c(ccn2C)n1CC(=O)N1CCN(c2ccc(F)cc2)CC1	.	.	4	2	15	.	6	.
26	CN1C(=O)c2cc(NC(=O)c3cccc(F)c3)ccc2OC[C@H]2O[C@H](CC(=O)NC3CCC3)CC[C@H]21	3&-6	15&3	.	.	0&4	-8&-19	3&8	-6&4
27	CC(C)C[C@H](NC(=O)NC(C)C)C(=O)O	-4	11	.	6	.	-1	.	.
28	Nc1ccc(Oc2ccc(N)c([N+](=O)[O-])c2)cc1[N+](=O)[O-]	6	.	-1	-2	.	-2	12	-3
29	COCC(=O)N1C[C@@H](C)[C@@H](OC)CN(C)C(=O)c2cc(NC(=O)C3CCC3)ccc2OC[C@@H]1C	-8	5	.	.	-8	.	7	3
30	COc1ccc(NC(=O)N2CCCC2C(=O)Nc2ccccc2F)cc1 (centres undefined)	-7	12	-6	1	0	6	-4	-19
31	C[C@H](CO)N1C[C@H](C)[C@H](CN(C)Cc2ccc(F)cc2)Oc2ncc(-c3cccc(C#N)c3)cc2C1=O	.	6	-3	-26	.	-1	2	.
32	CC1=C(C(=O)N2CCOCC2)CC(CC(=O)NCc2cccs2)C(=O)N1CCC1=CCCCC1 (centres undefined)	3	1	-3	0	1	1	-1	-12
33	Cc1ccc2c(Cl)cc(Cl)c(OCC(=O)Nc3cc(S(=O)(=O)N(C)C)ccc3C)c2n1	3	.	1	-9	8	.	-4	20
34	N#Cc1ccccc1S(=O)(=O)N1CCN(C(=O)C2CCCC2)CC1	6	1	0	1	3	-1	-7	1
35	CCOCc1c(C(=O)NCC(c2ccco2)N2CCCC2)oc2ccccc12 (centres undefined)	-11	-2	1	-5	-6	3	8	19
36	CCOC(=O)N1CCN(C(=O)c2ccc(NS(=O)(=O)c3ccc(C)cc3)cc2)CC1	0	-13	-2	0	-19	0	.	11
37	C[C@@H]1CN([C@H](C)CO)C(=O)c2cc(NS(=O)(=O)c3cccs3)ccc2O[C@@H](C)CCCCO[C@@H]1CN(C)C(=O)CCCN(C)C	.	-9	0	1	-6	.	2	.
38	O=C(C[C@H]1C=C[C@H](NC(=O)Cc2cccnc2)[C@@H](CO)O1)Nc1ccccc1	.	4	4	41	15	6	-6	2
39	CC(C)(CN1CCN(Cc2ccccc2)CC1)NS(=O)(=O)c1ccccc1	-9	-3	-1	1	20	-5	10	-3
40	CCOC(=O)N(C)c1c(CC)nc2c(OCc3ccc(F)c(F)c3)cccn12	-7	13	10	-4	7	-6	7	-7
41	CC(=O)Nc1ccc(S(=O)(=O)Nc2nccc(/C=C/c3ccc(Cl)cc3)n2)cc1	5	.	-3	0	.	.	6	-11
42	COc1ccccc1OCCn1c(C)c(C=O)c2ccccc21	12	-4	6	-9	6	-7	21	36
43	Cc1oc(-c2cccc(Cl)c2)nc1CS(=O)(=O)CC(=O)NC1CC1	-11	-13	0	1	-3	10	.	11
44	CN(C)c1ccc(/C=N/NC(=O)CSc2ccccn2)cc1	-4	8	2	-5	-41	-1	-11	-42
45	CO[C@H]1CN(C)C(=O)c2ccc(NS(=O)(=O)CC(F)(F)F)cc2OC[C@@H](C)N(C(=O)NC(C)C)C[C@@H]1C	-17	-2	.	.	-10	.	0	.
46	CN1CCCCN2[C@@H](CO)[C@@H](c3ccc(C4=CCCC4)cc3)[C@@H]2C1	.	-2	2	-1	-19	2	-18	-6
47	CC(c1nnc(SCC(=O)Nc2sccc2C#N)n1-c1ccc(Cl)cc1)N(C)C (centres undefined)	.	3	2	-3	-10	-2	.	.
48	COc1ccc(C(=S)N2CCN(c3ccccc3Cl)CC2)cc1OC	-1	.	0	-1	5	-1	6	-28
49	S=C(NCCc1ccccc1)N1CCN(C2CCCCC2)CC1	1	12	1	0	-21	0	-5	-3
50	COc1ccccc1CN1[C@H](CO)[C@@H]2c3ccccc3N(C(=O)C3CCCC3)C[C@@H]21	21	-32	0	-3	12	-21	9	27

(further entries)
no.	compound	FN deposit inh	PGC1a acetyl inh	ERAP1 HTS inh	S100A4 MyoIIA	LGR2 inh	PglD DTNB	EWS-Fli inh	PAX8 reporter
51	COc1ccc(CCN=C(N)Nc2nc(C)cc(C)n2)cc1	1	-2	-5	-20	21	7	-2	4
52	NS(=O)(=O)c1ccc(CCNC(=O)CSc2ccsc2[N+](=O)[O-])cc1	6	.	5	-4	21	1	-3	-1
53	CCOC(=O)N(C)[C@H]1C[C@H]2c3cc(-c4ccccc4C)ccc3CCN2C[C@H]1[C@H](C)O	2	.	-1	-18	-7	.	0	22
54	CC1CC(C)CN(C(=O)COC(=O)c2nccnc2N)C1 (centres undefined)	6	-9	-21	-4	-11	-9	-2	-5
55	COc1ccc(C#Cc2ccc([C@H]3[C@H](CO)N4CCCCN(S(=O)(=O)c5ccccc5)C[C@@H]34)cc2)cc1	.	-6	2	-8	-26	10	-3	-3
56	O=C(NCCCn1ccnc1)c1cc(C(=O)C2CCCCC2)c[nH]1	.	3	6	3	-6	.	11	8
57	CC(C)(C)NC(=O)CSc1nc2cccnc2n1C1CCCCC1	-5	0	1	-12	-16	5	8	5
58	O=S(=O)(Nc1cccc2c1ccc1cccn12)c1cccs1	4	-3	.	.	.	3	.	-4
59	CCN(CC)C(=O)C1=C(C)N(CCCN2CCCC2=O)C(=O)C(CC(=O)NCc2ccco2)C1 (centres undefined)	.	5	.	1	-2	-2	11	-7
60	CN(CCO)C1=NS(=O)(=O)c2cc([N+](=O)[O-])ccc21	14	-7	5	1	13	-1	7	4
61	CN1c2ccc(C3=CCCCC3)cc2[C@@H]2[C@@H](CCN2C(=O)NC2CCCCC2)[C@H]1CO	-2	-4	.	.	-13	1	-3	4
62	COc1ccc(CCNC(=O)c2cccc3ccccc23)cc1OC	1	.	-1	-4	-4	0	-2	-14
63	C[C@H](CO)N1C[C@H](C)[C@@H](CN(C)Cc2ccc(C(=O)Nc3ccccc3N)cc2)Oc2ccc(NS(=O)(=O)c3ccc(F)cc3)cc2CC1=O	.	7	0	-11	-7	-3	37	23
64	CCCc1ccc(C(O)c2ncc(-c3ccc(C)cc3)[nH]2)cc1 (centres undefined)	-8	-19	0	-3	0	1	-1	-8
65	COc1ccc2cc(C3CC=C(COC(C)=O)CN3S(=O)(=O)c3ccccc3[N+](=O)[O-])n(C(=O)OC(C)(C)C)c2c1 (centres undefined)	4	.	.	6	-11	.	0	23
66	Cc1cc(NC(=O)COC(=O)c2ccccc2S(=O)(=O)N(C)c2ccccc2)no1	.	-8	1	-2	22	.	8	5
67	COc1ccc(NC(=O)c2cc3cc(OC)ccc3oc2=O)cc1	-1	0	2	8	-2	0	-39	-4
68	COCC(=O)N1CC(=O)N2[C@H](CO)[C@H](c3ccc(C#CCc4ccccc4)cc3)[C@@H]2C1	.	-9	4	-4	-8	.	8	-11
69	O=c1cc(-c2ccccc2Cl)oc2cccc(O)c12	8	.	1	17	.	-1	-35	-35

Record cards, as listed above. Screens in order: FN deposit inh | PGC1a acetyl inh | ERAP1 HTS inh | S100A4 MyoIIA | LGR2 inh | PglD DTNB | EWS-Fli inh | PAX8 reporter
COc1ccc(CCNC(=O)c2cccc3ccccc23)cc1OC across the screens: 1 | . | -1 | -4 | -4 | 0 | -2 | -14
Cc1cc(NC(=O)COC(=O)c2ccccc2S(=O)(=O)N(C)c2ccccc2)no1 across the screens: . | -8 | 1 | -2 | 22 | . | 8 | 5
C[C@H](CO)N1C[C@H](C)[C@@H](CN(C)Cc2ccc(C(=O)Nc3ccccc3N)cc2)Oc2ccc(NS(=O)(=O)c3ccc(F)cc3)cc2CC1=O across the screens: . | 7 | 0 | -11 | -7 | -3 | 37 | 23
CN1c2ccc(C3=CCCCC3)cc2[C@@H]2[C@@H](CCN2C(=O)NC2CCCCC2)[C@H]1CO across the screens: -2 | -4 | . | . | -13 | 1 | -3 | 4
CCCc1ccc(C(O)c2ncc(-c3ccc(C)cc3)[nH]2)cc1 (centres undefined) across the screens: -8 | -19 | 0 | -3 | 0 | 1 | -1 | -8
